Source: PubChem BioAssay
CHT PAM = human CHT allosteric activation; Q9GZV3; CHT-expressing cells, membrane potential dye, choline EC20; active compounds read high; LV-AA mutant CHT in HEK293 cells; B-score at 10 µM; actives 0.49% (n = 310,000);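 active = initial fluorescence not abnormally high and integrated response B-score, plate-corrected, over 3 SD above library mean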
Target sequence (Q9GZV3 whole entry, looked up): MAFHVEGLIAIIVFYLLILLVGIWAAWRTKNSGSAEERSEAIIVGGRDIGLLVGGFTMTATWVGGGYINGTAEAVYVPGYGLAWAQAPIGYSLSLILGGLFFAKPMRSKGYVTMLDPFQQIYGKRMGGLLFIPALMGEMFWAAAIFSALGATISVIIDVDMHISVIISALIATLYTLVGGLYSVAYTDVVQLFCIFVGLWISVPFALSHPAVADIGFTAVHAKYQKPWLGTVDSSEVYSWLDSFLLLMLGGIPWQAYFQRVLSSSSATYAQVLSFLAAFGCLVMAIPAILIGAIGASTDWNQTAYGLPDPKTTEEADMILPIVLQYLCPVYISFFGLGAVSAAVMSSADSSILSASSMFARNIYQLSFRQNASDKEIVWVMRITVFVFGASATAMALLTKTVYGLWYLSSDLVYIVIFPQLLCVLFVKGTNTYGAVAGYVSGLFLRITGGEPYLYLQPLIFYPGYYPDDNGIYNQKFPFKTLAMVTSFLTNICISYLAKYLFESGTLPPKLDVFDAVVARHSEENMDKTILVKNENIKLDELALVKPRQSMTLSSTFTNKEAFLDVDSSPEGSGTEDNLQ
STK33 inh = blocks human STK33 kinase activity; Q9BYT3; purified STK33, MBP phosphorylation, ADP-Glo luminescence; inhibition, % at 10 µM; actives 0.073% (n = 320,000);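 active = inhibition at or above 25%, using the most active replicate where run in duplicate; inactive = inhibition below 25%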
Target sequence (Q9BYT3 whole entry, looked up): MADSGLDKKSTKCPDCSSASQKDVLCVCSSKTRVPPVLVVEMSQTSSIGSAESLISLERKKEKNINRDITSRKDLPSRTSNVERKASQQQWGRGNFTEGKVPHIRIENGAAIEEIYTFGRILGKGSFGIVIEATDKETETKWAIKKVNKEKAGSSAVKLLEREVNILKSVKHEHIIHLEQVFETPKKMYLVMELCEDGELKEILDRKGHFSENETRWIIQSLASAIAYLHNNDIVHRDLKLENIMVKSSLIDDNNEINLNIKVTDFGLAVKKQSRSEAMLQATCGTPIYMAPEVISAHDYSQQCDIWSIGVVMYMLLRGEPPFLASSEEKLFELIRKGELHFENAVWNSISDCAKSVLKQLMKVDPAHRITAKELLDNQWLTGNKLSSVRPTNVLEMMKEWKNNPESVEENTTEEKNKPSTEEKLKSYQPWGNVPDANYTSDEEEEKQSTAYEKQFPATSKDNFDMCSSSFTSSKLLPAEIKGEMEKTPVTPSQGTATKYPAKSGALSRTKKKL
CHT inh = inhibits the human high affinity choline transporter; Q9GZV3; CHT-expressing cells, membrane potential dye, choline response; active compounds read low; B-score at 10 µM; actives 0.86% (n = 310,000);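 active = B-score over 3 SD under the library average, and starting fluorescence ratio not unusually high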;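 also: choline stimulus applied at its EC90 after an EC20 pre-addition; B-score computed on integrated fluorescence ratio after choline addition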
* marks the source's active call; other numbers are inactive results; i = inactive; x = no result given.

Values run as follows: CHT PAM, STK33 inh, CHT inh
> CC1=CC(C)[C@H](/C=N/n2c(=O)[nH]c3c([nH]c4ccc(Br)cc43)c2=O)C(C)C1 (stereo partly drawn)
  i, -0.3, i
> CCN1C(=O)CC(N2CCN(c3ccc(OC)cc3)CC2)C1=O (stereo not drawn)
  i, 0.3, i
> Cc1cccc(NC(=O)c2cc(-c3ccc(C)s3)nc3ccccc23)n1
  i, 0.9, i
> C=C(C)CN(CC)C(=O)CN1C(=O)NC2(CCc3ccccc32)C1=O (stereo not drawn)
  i, 1.5, i
> CC1=C(C#N)C(c2ccccc2O)C(C#N)=C(C)N1
  i, -2.5, i
> CC(C)CNC(=O)Nc1ccccc1F
  i, -0.8, i
> CCOC(=O)C(O)(CC(=O)c1ccc(OC)cc1)C(F)(F)F (stereo not drawn)
  i, -0.6, i
> O=C(C1CCCCN1S(=O)(=O)c1ccccc1[N+](=O)[O-])N1CCOCC1 (stereo not drawn)
  i, -1.0, i
> Cn1ccnc1SCC(=O)Nc1cccc(C(F)(F)F)c1
  i, -1.6, i
> Cn1c(=O)n(C)c2cc(NC(=O)c3ccc(F)cc3)ccc21
  i, -0.1, i
> Cc1[nH]n(-c2ccccc2)c(=O)c1N=Nc1ccccc1C(=O)O
  i, -0.9, i
> CCOC(=O)Cc1csc(N/N=C\c2ccccc2OC)n1
  i, -2.1, i
> C=CCNC(=S)N1CC2(C)CN(C(=S)NCC=C)CC(C)(C1)C2=O
  i, -1.5, i
> COc1cccc(C(=O)N2CCN(C(=O)c3cccc4ccccc34)CC2)c1OC
  i, 0.0, i
> Cc1nc2ccc(NC(=O)N3CCN(c4ccccn4)CC3)cc2s1
  i, -2.7, i
> CC1CCCCN1C(=O)Cc1ccc(F)cc1 (stereo not drawn)
  i, 1.8, i
> O=C(c1cccc([N+](=O)[O-])c1)N1CCCC(C(=O)N2CCc3ccccc3C2)C1 (stereo not drawn)
  i, -0.7, i
> COCc1ccc(C(=O)N(C)CC2CCCN(CCc3ccccc3F)C2)o1 (stereo not drawn)
  i, -1.9, i
> CCCCc1c(O)nc2sccn2c1=O
  i, -1.2, i
> O=C(C[n+]1cc[nH]c1)c1ccc(Cl)cc1
  i, -1.4, i
> COc1cc2c(cc1NC(=O)COC(=O)C(CCSC)NC(=O)c1ccccc1Cl)oc1ccccc12 (stereo not drawn)
  i, -0.4, i
> Cc1ccc2oc(=S)n(C)c2c1
  i, -1.1, i
> Nc1ccc(C(O)(C(F)(F)F)C(F)(F)F)cc1
  i, 0.6, i
> CCCOc1ccc(-c2nc(C#N)c(NCC3CCCO3)o2)cc1 (stereo not drawn)
  i, -0.5, i
> O=S(=O)(NCc1ccc2c(c1)OCO2)c1ccc2c(c1)oc1ccccc12
  i, -2.6, i
> CC1(c2nnc(-c3ccc(F)cc3)o2)CC(c2ccc(F)cc2)=NO1 (stereo not drawn)
  i, -1.0, i
> CCN(CC)CCN(C(=O)c1ccc2c(c1)CCCC2)c1nc2c(C)cccc2s1
  i, -0.4, i
> COc1cccc(CNC(=O)[C@@H](C)N2C(=O)N3CCc4c([nH]c5ccc(OC)cc45)C3(C)C2=O)c1 (stereo partly drawn)
  i, -1.0, i
> CCN1CCN(c2nc(Nc3ccccc3)nc(N)c2[N+](=O)[O-])CC1
  i, x, i
> Cc1cc(C)cc(NC(=O)CCn2cnc3cc(C)c(C)cc32)c1
  i, -1.1, i
> COc1ccc(/C=C(\NC(=O)c2ccc(OC)cc2)C(=O)N2CCCCC2)cc1
  i, 0.6, i
> CCCN1C(=O)c2ccc(C(=O)NC3=NCCS3)cc2C1=O
  i, -0.1, i
> Cc1cccc(OCC(=O)Nc2ccc(N3CCN(C(=O)c4ccco4)CC3)cc2)c1C
  i, x, i
> CCN(CC)C(=O)CSc1nnc([C@H](Cc2c[nH]c3ccccc23)NC(=O)OC(C)(C)C)o1
  i, -0.2, i
> CCCCCSc1nc2c(c(=O)[nH]c(=O)n2C)n1C(C)C
  i, 0.2, i
> COc1ccc(C(C(=O)NC2CCCC2)N(C(=O)c2snc(C(N)=O)c2N)c2ccccc2OC)cc1OC (stereo not drawn)
  i, -0.7, i
> Cc1cc(C)c2nc(N(CCN(C)C)C(=O)c3ccc4ccccc4c3)sc2c1
  i, 0.2, i
> C/C(N)=C(/C#N)C(=O)CSc1nc(C2CCCCC2)n(-c2ccccc2)n1
  i, -0.6, i
> CCOC(=O)/C(=N\Nc1ccccc1Cl)N(C)C1CCCCC1
  i, -0.7, i
> O=C(c1ccccc1)c1cccn1CC(=O)N1CCN(c2ccccc2)CC1
  i, -0.8, i
> COc1ccc(F)cc1S(=O)(=O)NCC1CCCO1 (stereo not drawn)
  i, -1.2, i
> CCOC(=O)Cn1nc(C)c(NC(=O)COc2ccccc2)c1C
  i, -1.0, i
> CCN(CC)CCCNC(=S)N1CCN(c2nc3ccccc3n2CC)CC1
  i, -1.4, i
> CCC(C)(C)n1nnnc1C(c1ccc(C)cc1)N1CCSCC1 (stereo not drawn)
  i, 0.1, i
> Cc1ccc(CNC(=O)C2CC(=O)OC23CCCC3)c(C)c1 (stereo not drawn)
  i, -0.4, i
> CC(C)CNc1oc(-c2ccccc2Cl)nc1C#N
  i, -1.0, i
> COc1cccc(/C=C/c2ccncc2)c1OC
  i, 0.1, i
> CCN1CCN(C(=O)c2cc(S(=O)(=O)N3CCCCC3)ccc2Cl)CC1
  i, -0.5, i
> COc1cccc(N2CC(C(=O)OC(C)C(=O)c3ccccc3)CC2=O)c1 (stereo not drawn)
  i, -0.4, i
> Cc1cccc(C(=O)OC(C)C(=O)NC2CCCc3ccccc32)c1O (stereo not drawn)
  i, 1.2, i

Going on with the list.
Values run as follows: CHT PAM, STK33 inh, CHT inh
> CC(C)NC(=O)CN1C(=O)c2ccccc2S1(=O)=O
  i, -0.2, i
> C/C(=N\NC(=O)COc1ccccc1)c1ccc(O)cc1
  i, -0.2, i
> CCn1cc(CN2CCC(n3nccc3NC(=O)c3ccc(OC)cc3)CC2)cn1
  i, -2.0, i
> CCC(=O)N/N=C(\C)CC(=O)Nc1cccc([N+](=O)[O-])c1
  i, -1.1, i
> COc1ccc(OC)c(S(=O)(=O)N2CCCCC2C(=O)N2CCN(c3ccccn3)CC2)c1 (stereo not drawn)
  i, -0.5, i
> C1CCc2nnc(C3CC3)n2CC1
  i, -0.3, i
> CCOC(=O)C(=O)c1c(-c2ccccc2)nc2ccccn12
  i, -0.3, i
> CN1CCN(c2ccc(NC(=O)c3ccc(C(F)(F)F)cc3)cn2)CC1
  i, 0.5, i
> Cc1ccccc1N1CCN(Cc2c[nH]c3ccccc23)CC1
  i, 0.6, i
> COc1ccc(CN=C(NS(=O)(=O)c2cccs2)SC)cc1
  i, -1.9, i

By substructure, the compounds so far with a cyano group
Values run as follows: CHT PAM, STK33 inh, CHT inh
> CC1=C(C#N)C(c2ccccc2O)C(C#N)=C(C)N1
  i, -2.5, i
> CCCOc1ccc(-c2nc(C#N)c(NCC3CCCO3)o2)cc1 (stereo not drawn)
  i, -0.5, i
> C/C(N)=C(/C#N)C(=O)CSc1nc(C2CCCCC2)n(-c2ccccc2)n1
  i, -0.6, i
> CC(C)CNc1oc(-c2ccccc2Cl)nc1C#N
  i, -1.0, i

(next part)
Values run as follows: CHT PAM, STK33 inh, CHT inh
> Cc1ccc(-c2nc(C3CCCN(S(=O)(=O)c4ccc(C)cc4)C3)no2)cc1 (stereo not drawn)
  i, -2.8, i
> O=C(CCc1ccc(S(=O)(=O)NCc2ccccc2)cc1)NCc1ccco1
  i, -2.1, i
> FC(F)(F)c1cccc(NC(=S)N2CCCCCC2)c1
  i, -0.7, i
> O=C(Nc1cccc(-n2cccn2)c1)C1CCCN(Cc2cccc(F)c2F)C1 (stereo not drawn)
  i, 0.1, i
> CCOC(=O)N1CCC2(CC1)C(C#N)=C(N)OC1=C2C(=O)CC(C)(C)C1
  i, -0.5, i
> Nc1c(C(=O)NCc2ccco2)nnn1Cc1ccccc1
  i, 1.6, i
> O=C(Nc1nc2ccccc2c2nc3ccccc3n12)c1ccc(F)cc1
  i, 0.3, i
> CCC(C)(C(=O)NC1CCCC1)N(C(C)=O)c1ccc(C)cc1 (stereo not drawn)
  i, -4.0, i
> Cc1ccnc(NC(=O)Nc2cccc(F)c2)c1
  i, -0.4, i
> O=C(O)C1(c2ccccc2)CCN(S(=O)(=O)c2ccc(Cl)s2)CC1
  i, -1.9, i
> CCCc1c(O)nc(SC2CC(=O)N(c3ccc(C)c(Cl)c3)C2=O)[nH]c1=O (stereo not drawn)
  i, -1.9, i
> O=C(CN1CCCC(O)C1)N1c2ccccc2Sc2ccc(C(F)(F)F)cc21 (stereo not drawn)
  i, -0.9, i
> CCc1ccc(NC(=O)N(CCOC)C2CCN(C(C)=O)CC2)cc1
  i, -0.5, i
> Brc1ccc(CSc2nccn2-c2ccccc2)cc1
  i, -0.4, i
> Cc1ccc(NC(=O)CN2CCN(Cc3ccccc3)CC2)cc1Cl
  i, -1.6, i
> COc1ccc(NC(=O)CSc2nnc(CNC(=O)c3ccco3)n2-c2ccccc2OC)cc1
  i, -0.5, i
> Cc1ccc(CNC(=O)C(OC(=O)c2cccs2)C(C)C)cc1 (stereo not drawn)
  i, -1.8, i
> C=CCn1c(SCc2ccc(C(=O)OC)cc2)nnc1-c1sc(N)nc1C
  i, -2.2, i
> CCOCCCNC(=O)C1CC(=O)N(CCc2ccccc2)C1 (stereo not drawn)
  i, 1.0, i
> Cc1csc2ncc(C(=O)Nc3ccc4c(c3)OCCO4)c(=O)n12
  i, -2.8, i

Entries of single compounds as entered above.
`CCCc1c(O)nc(SC2CC(=O)N(c3ccc(C)c(Cl)c3)C2=O)[nH]c1=O` (stereo not drawn) across the screens: CHT PAM = i; STK33 inh = -1.9; CHT inh = i
`Cc1ccc(CNC(=O)C(OC(=O)c2cccs2)C(C)C)cc1` (stereo not drawn) across the screens: CHT PAM = i; STK33 inh = -1.8; CHT inh = i

New compounds follow:
Values run as follows: CHT PAM, STK33 inh, CHT inh
> c1ccc(COc2ccc(CNn3cnnc3)cc2)cc1
  i, -0.2, i
> O=C(CSc1ccc2c(c1)OCCO2)NCc1ccccc1
  i, 0.3, i
> C#CCNC(=O)C1=C[C@H](C)C[C@H](OCc2ccc(CO)cc2)O1
  i, 1.1, i
> Cc1cccc(N(C)Cc2nnc(-c3cccc(Br)c3)o2)c1
  i, -2.4, i
> CCN(CC)CCNc1cc(C)c(C#N)c2nc3ccccc3n12
  i, 3.4, i
> CCc1nn(C(C)C(=O)NC2CCCCCC2)c(=O)c2cc3occc3n12 (stereo not drawn)
  i, -2.1, i
> Cc1cc(C)cc(NC(=O)C(Sc2nnc(C)c(=O)[nH]2)c2ccccc2)c1 (stereo not drawn)
  i, -1.1, i
> C=CCn1c(=O)c2ccc(C(=O)NCc3ccccc3)cc2n(Cc2ccccc2Cl)c1=O
  i, -0.5, i
> CC(C)N(C(=O)CSc1nnc(NC(=O)c2ccco2)s1)C(C)C
  i, x, i
> O=C(NCc1ccc(Cl)cc1)C(=O)NCC1CCCN1S(=O)(=O)c1cccs1 (stereo not drawn)
  i, -0.8, i
> C/C(=N\NC(=O)CCc1ccccc1)C1C(=O)c2ccccc2C1=O
  i, -1.2, i
> CCN(CC)S(=O)(=O)c1ccc2c(c1)c(=O)c(C(=O)N1CCN(c3ccccc3)CC1)cn2C
  i, -1.1, i
> COc1ccc(CCNC(=O)C2CCN(S(=O)(=O)c3ccc(OC)cc3)CC2)cc1
  i, -0.3, i
> O=C(Nc1ccccc1F)c1cc(S(=O)(=O)N2CCCCC2)cs1
  i, -0.1, i
> CCN(CC)CCN1C(=O)c2ccccc2NC1c1cccc(F)c1 (stereo not drawn)
  i, -0.5, i
> O=C(CC(Sc1ccccc1)c1cccs1)c1ccco1 (stereo not drawn)
  i, 0.6, i
> CCc1cc2c(=O)c(-c3cnn(-c4ccccc4)c3)c(C)oc2cc1OCC(=O)Nc1cccc(C)c1
  i, -1.4, i
> O=C(c1ccco1)N1CCN(C(=O)c2cc(-c3ccncc3)nc3ccc(Br)cc23)CC1
  i, -0.1, i
> COc1ccc(N/C(N)=N/c2nc(CSc3ccc(Cl)cc3)cc(=O)[nH]2)cc1
  i, -0.9, i
> NC(=O)CC(NC(=O)c1ccc(Br)cc1)c1ccc(N2CCN(c3ccccc3)CC2)c([N+](=O)[O-])c1 (stereo not drawn)
  i, -3.0, i
> Cc1ccccc1C(OCC(O)CN1CCN(CCO)CC1)c1ccccc1 (stereo not drawn)
  i, 2.0, i
> COCCN(C(=O)CSc1nc2ccccc2c(=O)n1C(C)COC)c1c(N)n(Cc2ccccc2)c(=O)[nH]c1=O (stereo not drawn)
  i, 0.6, i
> CCCn1c(=O)c(C(=O)Nc2ncccc2C)c(O)c2ccccc21
  i, 1.4, i
> CC(C)C[C@H](NC(=O)N1CCn2c1nc1ccccc12)C(=O)N[C@@H](Cc1ccccc1)C(=O)O
  i, -0.1, i
> COc1cccc(NCc2nnc(SCC(=O)N(C)C3CCS(=O)(=O)C3)n2C2CCCCC2)c1 (stereo not drawn)
  i, -2.5, i
> CC(=O)c1c(C)[nH]c(C(=O)NCCc2cccc(C)c2)c1C
  i, -1.6, i
> COc1ccc(C2C3=C(CCCC3=O)N(CC(=O)O)C3=C2C(=O)CCC3)cc1Cl
  i, 0.2, i
> COc1ccc(C(=O)Nc2ccc(C3CC3(Cl)Cl)cc2)cc1 (stereo not drawn)
  i, 1.2, i
